MrgX1 PAM = positive allosteric modulators of MrgX1, primary screen, HEK293 cells, Fluo-4 calcium flux. Mas-related G-protein coupled receptor member X1 (Homo sapiens), Q96LB2. FDSS; hits give high values. B-score at 10 µM. 310,000 tested, 0.63% active. AID 588675, 2011;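 active means plate-corrected calcium response at least 3 library SD above typical, normal starting fluorescence, not activating the receptor alone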;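 further: compound read alongside a low EC10 to EC30 dose of BAM8-22 agonist; peak minus trough fluorescence over baseline measured at the second addition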
TRPC6 activator = mouse TRPC6 channel activators, primary screen, cell-based, HEK293, membrane potential dye; Short transient receptor potential channel 6 (Mus musculus), Q61143; HEK293-TRPC6 membrane potential dye fluorescence; hits give high values; B-score at 10 µM; 310,000 tested, 0.13% active; AID 2550, 2010;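 active means B-score of the integrated fluorescence ratio above library mean plus 3 SD, and starting fluorescence ratio within library mean plus 5 SD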;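 further: higher score means more depolarization so channel activation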
Target sequence (Q61143 whole entry, looked up): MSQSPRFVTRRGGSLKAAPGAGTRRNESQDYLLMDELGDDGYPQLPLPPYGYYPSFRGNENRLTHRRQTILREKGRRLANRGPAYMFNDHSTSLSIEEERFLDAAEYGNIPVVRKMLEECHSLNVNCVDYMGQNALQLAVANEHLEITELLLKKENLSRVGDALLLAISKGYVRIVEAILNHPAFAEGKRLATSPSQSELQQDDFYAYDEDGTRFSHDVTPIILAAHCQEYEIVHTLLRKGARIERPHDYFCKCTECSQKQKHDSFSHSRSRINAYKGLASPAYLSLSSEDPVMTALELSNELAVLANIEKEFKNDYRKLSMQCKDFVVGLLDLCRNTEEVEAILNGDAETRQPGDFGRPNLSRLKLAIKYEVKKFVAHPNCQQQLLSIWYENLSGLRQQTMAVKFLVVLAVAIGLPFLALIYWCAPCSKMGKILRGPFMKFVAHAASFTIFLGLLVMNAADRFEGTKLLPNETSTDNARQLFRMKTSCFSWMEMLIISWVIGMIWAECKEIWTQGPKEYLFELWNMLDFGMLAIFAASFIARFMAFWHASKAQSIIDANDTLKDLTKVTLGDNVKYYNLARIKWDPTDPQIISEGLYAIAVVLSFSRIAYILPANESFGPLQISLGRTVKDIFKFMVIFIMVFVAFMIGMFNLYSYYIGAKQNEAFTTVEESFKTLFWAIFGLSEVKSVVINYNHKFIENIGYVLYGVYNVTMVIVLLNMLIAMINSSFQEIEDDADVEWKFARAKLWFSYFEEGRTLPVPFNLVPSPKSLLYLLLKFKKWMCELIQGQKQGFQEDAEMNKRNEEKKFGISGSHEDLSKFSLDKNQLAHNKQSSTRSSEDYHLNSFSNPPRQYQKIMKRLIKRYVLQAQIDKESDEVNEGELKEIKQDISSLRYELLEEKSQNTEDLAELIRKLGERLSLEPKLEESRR
TRPC4 inh = inhibitors of mouse TRPC4 channel, primary screen, Fluo4 calcium, HEK293 TRPC4beta/mu-opioid cells. 300,000 tested, 0.39% active. B-score at 10 µM. DAMGO-evoked Fluo4 calcium flux; hits give low values. AID 2247, 2010;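 active means B-score over 3 SD under the library average, no early fluorescence shift, positive overall ratio signal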
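Assay system: TRPC4beta/mu-opioid receptor HEK293 cell line; compound dosing: single concentration per test compound; detection: Fluo4 Ca2+ flux fluorescence; evaluation: per-well B score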
MrgX1 antagonist = antagonists of human MrgX1 receptor, primary screen, HEK293 cells, Fluo-4 calcium flux. BAM8-22 antagonism; hits give low values. Mas-related G-protein coupled receptor member X1 (Homo sapiens), Q96LB2. B-score at 10 µM. 310,000 tested, 1.3% active;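 active means calcium-response B-score plate-corrected more than 3 library SD below zero, starting fluorescence within 5 deviations, no agonist response on first addition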;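 further: peak minus trough fluorescence over baseline after final BAM8-22 challenge near maximal dose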
RGS4 pot = RGS4 potentiators or activators, primary screen, cell-based, HEK293 M3R inducible RGS4, calcium flux; carbachol calcium flux Fluo4; hits give low values; B-score at 10 µM; 310,000 tested, 0.92% active; AID 463111, 2010;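 active means B-score of the integrated calcium signal more than 4 SD below the library mean, with starting fluorescence not abnormally high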;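 further: negative B-score means reduced calcium response which marks RGS4 activation or potentiation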
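System – HEK293 FlpIn-TREx cells, stable M3R, doxycycline-inducible RGS4 · Reagent – ECmax carbachol challenge · Times – compound preincubation 20 min at room temperature before agonist · Technique – Fluo4 fluorescence kinetic imaging of calcium · Measure – B score of integrated Fluo4 ratio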
TRPC6 inh = mouse TRPC6 channel inhibitors, primary screen, cell-based, HEK293, membrane potential dye | Short transient receptor potential channel 6 (Mus musculus), Q61143 | ACh-evoked depolarization; hits give low values | B-score at 10 µM | 310,000 tested, 1.1% active;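 active means B-score under library mean minus 3 SD, initial fluorescence not abnormally high, positive integrated signal ratio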;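 further: B-score derived from integrated fluorescence ratio over the kinetic read; more negative B-score means stronger inhibition of depolarization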
RGS4 inh = RGS4 inhibitors, primary screen, cell-based, HEK293 M3R inducible RGS4, calcium flux; Regulator of G-protein signaling 4 (Homo sapiens), P49798; Fluo-4 calcium flux; hits give high values; triggered by carbachol at its EC20; B-score at 10 µM; 310,000 tested, 0.45% active;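 active means B-score, a plate-corrected calcium signal, over three deviations above library mean, with baseline fluorescence within five deviations of library mean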;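 further: RGS4 expression induced by doxycycline in cells with stable M3 receptor; B-score is computed from the integrated fluorescence ratio over baseline after carbachol; higher B-score means a larger calcium signal and so more RGS4 inhibition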
Target sequence (P49798 whole entry, looked up): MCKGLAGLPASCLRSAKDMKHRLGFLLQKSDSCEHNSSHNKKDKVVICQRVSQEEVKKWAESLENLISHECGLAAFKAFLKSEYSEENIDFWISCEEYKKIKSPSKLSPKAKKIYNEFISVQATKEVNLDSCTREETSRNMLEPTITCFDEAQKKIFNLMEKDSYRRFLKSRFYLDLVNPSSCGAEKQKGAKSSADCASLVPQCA
SKKanGAS inh = S. pyogenes SKKanGAS growth inhibitors in kanamycin, primary screen, streptokinase expression inhibitor project, SKKanGAS strain, BacTiter-Glo luminescence; 300,000 tested, 1.3% active; inhibition, % at 7.5 µM; 6 h;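 active means mean replicate score, as percent of positive control median, at least 50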;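 further: strain carries kanamycin resistance gene driven by streptokinase promoter and grows in 40 µg/ml kanamycin; loss of luminescence reflects streptokinase promoter inhibition or plain growth inhibition; 0% = median of DMSO wells and 100% = positive control at its reference dose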
MrgX1 agonist = agonists of human MrgX1 receptor, primary screen, HEK293 cells, Fluo-4 calcium flux. Fluo-4 calcium fluorescence, agonist mode; hits give high values. B-score at 10 µM. 310,000 tested, 0.44% active. AID 588627, 2011;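 active means calcium response B-score plate-corrected fluorescence ratio at least 3 library SD, with starting fluorescence B-score inside 5 SD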
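Test system: HEK293 cells stably expressing human MrgX1 receptor; amount: 15,000 cells per well; doses: compound delivered in addition one of three; times: overnight plating before 1 h dye loading; detection: Fluo-4 NW calcium-flux fluorescence, kinetic read; read-out basis: B-scored fluorescence response ratio; controls: positive and negative controls per plate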
HIF activator = HIF pathway transcriptional activators, primary screen, cell-based, U2OS HRE-luciferase, luminescence. activation, % at 7.5 µM (by protocol). 300,000 tested, 0.32% active. U2OS HRE-luciferase reporter; normalized: DMSO 0%, desferrioxamine 100%;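 active means mean activation of at least 10% of the iron chelator positive control signal, with at least half of replicates also reaching 10%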
Platelet DG rel = inhibitors of platelet dense granule secretion, primary screen, cell-based, MLPCN, human platelets; inhibition, %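 (compounds screened at 7.5 µM in platelet-rich plasma)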; 300,000 tested, 0.22% active; human platelet-rich plasma, SFLLRN dense granule ATP release, luminescence;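 active means mean replicate score, as percent of positive control, at or above 50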
* hit, by the source's call; i = inactive; x = not tested or not shown.

Each structure is followed by: MrgX1 PAM, TRPC6 activator, TRPC4 inh, MrgX1 antagonist, RGS4 pot, TRPC6 inh, RGS4 inh, SKKanGAS inh, MrgX1 agonist, HIF activator, Platelet DG rel
(1) CCOC(=O)CC(NC(=O)c1cc2ccccc2oc1=O)c1cccc([N+](=O)[O-])c1 (stereo not drawn)
→ i, i, i, i, i, i, i, 0.0, i, 0.3, -2.7
(2) CCOc1ccc(-n2c(-c3ccco3)nc3c(cnn3-c3ccc(C)cc3)c2=O)cc1
→ i, i, i, i, i, i, i, 5.4, i, -0.3, 9.4
(3) Cc1cccc(NC(=S)NNC(=O)c2ccco2)c1
→ i, i, i, i, i, i, i, -9.2, i, 0.7, -2.8
(4) O=C(O)C1CCC(=O)N(C2CC2)C1c1ccccc1 (stereo not drawn)
→ i, i, i, i, i, i, i, -6.8, i, -1.6, 2.2
(5) O=S1(=O)CCC(NS(=O)(=O)c2cccc3cccnc23)C1 (stereo not drawn)
→ i, i, i, i, i, i, i, -1.5, i, -0.8, -2.4
(6) CCSC(=Nc1ccccc1)Nc1ccccc1
→ i, i, i, i, i, i, i, 7.8, i, -0.2, 6.1
(7) Cc1cccc(-c2nnn(Cc3nnc(NC(=O)c4ccccc4)s3)n2)c1
→ i, i, i, i, i, i, i, -14.8, i, 0.0, -37.8
(8) O=C(O)c1ccccc1-c1ccccc1C(=O)Nc1ccccc1
→ i, i, i, i, i, i, i, -0.1, i, -0.1, 0.4
(9) O=C(Cn1cnc2sc3c(c2c1=O)CCCC3)NCC(=O)Nc1c(F)cc(F)cc1Br
→ i, i, i, i, i, i, i, -0.8, i, 0.1, 6.8
(10) O=C(Nc1ccnn1C1CCN(C(=O)c2ccc(Cl)c(F)c2)CC1)C1CCOC1 (stereo not drawn)
→ i, i, i, i, i, i, i, 7.6, i, 0.1, -5.5
(11) Nc1ncc(Br)cc1S(=O)(=O)NCCc1ccccc1
→ i, i, i, i, i, i, i, 1.2, i, 0.2, 3.0
(12) COc1cc(OC)cc(C(=O)NCCCn2ccnc2)c1
→ i, i, i, i, i, i, i, -15.5, i, -4.2, -4.0
(13) c1ccc(Nc2ccccn2)nc1
→ i, i, i, i, i, i, i, 0.5, i, x, 6.1
(14) C=CCOc1ccc(CN(C)C(=O)C2CCCO2)cc1 (stereo not drawn)
→ i, i, i, i, i, i, i, -0.2, i, 0.0, -43.0
(15) Cc1ccccc1-n1nc(C)c2c(C(=O)NN)cc(-c3ccncc3)nc21
→ i, i, i, i, i, i, i, -7.3, i, -2.4, 1.6
(16) O=C(CCN1C(=O)/C(=C\c2ccccc2)SC1=S)N1CCOCC1
→ i, i, i, i, i, i, i, 6.9, i, 0.2, 6.9
(17) O=c1[nH]c(/C=C/c2ccc(Br)cc2)nc2ccccc12
→ i, i, i, i, i, i, i, -0.6, i, 1.6, 5.5
(18) Cn1c(=O)cc(SCC(=O)NCCCN2CCN(c3ccccc3F)CC2)c2ccccc21
→ i, i, i, i, i, i, i, 4.8, i, -0.3, 0.5
(19) CC(=O)c1cccc(NC(=S)N2CCN(S(C)(=O)=O)CC2)c1
→ i, i, i, i, i, i, i, 2.0, i, 0.2, 10.0
(20) Cc1c(C)n(CC(O)CN2CCCCCC2)c2ccccc12 (stereo not drawn)
→ i, i, i, i, i, i, i, -0.8, i, 0.9, 0.1
(21) C[N+]1(CC(O)COc2ccccc2)CCN(C(=O)c2ccc([N+](=O)[O-])cc2)CC1 (stereo not drawn)
→ i, i, i, i, i, i, i, -14.6, i, -1.9, -11.5
(22) O=C1c2ccccc2NC(c2ccc(-c3cccc([N+](=O)[O-])c3)o2)N1O (stereo not drawn)
→ i, i, i, i, i, i, i, -3.0, i, 1.3, 3.6
(23) COc1cc(/C=C2/C(=N)N3N=C(CC(=O)N4CCOCC4)SC3=NC2=O)ccc1OCc1ccc(F)cc1
→ 16*, i, i, i, i, i, i, 0.2, i, 3.9, -0.8
(24) Cc1c(C(=O)N2CCOCC2)c(S(=O)(=O)Nc2ccccc2)c(C)n1C
→ i, i, i, i, i, i, i, -1.7, i, -0.7, -2.8
(25) CCc1ccc(-c2csc(NC(=O)Oc3ccccc3)n2)cc1
→ i, i, i, i, i, i, i, -2.4, i, 2.1, 8.2
(26) COc1ccc(S(=O)(=O)N/N=C\c2ccc([N+](=O)[O-])o2)c(OC)c1
→ i, i, i, i, i, i, i, -14.8, i, 0.0, -1.9
(27) CC1CC(C)CN(S(=O)(=O)N2CCCC(C(=O)NC3CCCCC3C)C2)C1 (stereo not drawn)
→ i, i, i, i, i, i, i, 3.3, i, -0.3, -8.3
(28) COC(=O)Cc1c(C)c2ccc(OC(=O)c3ccco3)cc2oc1=O
→ i, i, x, i, i, i, i, -3.4, i, 0.3, 1.8
(29) OCCC1CN(Cc2cc3c(cc2Cl)OCO3)CCN1C1CCCCC1 (stereo not drawn)
→ i, i, i, i, i, i, i, -1.3, i, 0.1, -4.3
(30) CCCOc1ccc(/C=N/NC(=O)CN2CCCCC2)cc1
→ i, i, i, i, i, i, i, 2.0, i, -0.5, 3.2

Single entries from above.
For SKKanGAS inh, cpd 3 is listed with -9.2
For Platelet DG rel, cpd 10 is listed with -5.5

The list continues.
Each structure is followed by: MrgX1 PAM, TRPC6 activator, TRPC4 inh, MrgX1 antagonist, RGS4 pot, TRPC6 inh, RGS4 inh, SKKanGAS inh, MrgX1 agonist, HIF activator, Platelet DG rel
(31) CC(C)CNC(=O)c1cccc2c1-c1ccccc1C2=O
→ i, i, i, i, i, i, i, -10.0, i, 1.7, -2.2
(32) COc1cc2c(cc1OC)C(c1cccs1)N(C(=S)NC(C)C)CC2 (stereo not drawn)
→ i, i, i, i, i, i, i, 2.4, i, -0.9, 4.3
(33) CCN1CCC(NCCc2ccc(F)cc2)CC1
→ i, i, i, i, i, i, i, -1.2, i, 1.7, 1.4
(34) Cc1ccc(C)n1-n1c(C)nc2sc(-c3ccccc3)cc2c1=O
→ 19.2*, i, i, i, i, i, i, 6.0, i, 1.7, 16.8
(35) COCCCNCCOc1cc(C(C)C)ccc1C
→ i, i, i, i, i, i, i, -1.0, i, 0.1, -0.9
(36) CSC1=NCCN1C(=O)c1c(F)cccc1Cl
→ i, i, i, i, i, i, i, -4.8, i, -0.7, 3.0
(37) Nc1ccccc1C(=O)NC12CC3CC(CC(C3)C1)C2
→ 10.2*, i, i, i, i, i, i, 0.8, i, 0.4, 0.4
(38) NC(=O)c1cc(Cc2ccccc2)sc1NC(=O)c1ccco1
→ i, i, i, i, i, i, i, -7.2, i, 3.8, 3.2
(39) COc1ccc(NC(=O)C(c2ccccc2)N(C)C(=O)c2cnccn2)cc1 (stereo not drawn)
→ i, i, i, i, i, i, i, 11.6, i, -46.5, -0.1
(40) O=C(Nc1ccccc1C(F)(F)F)c1ccc2nccnc2c1
→ i, i, i, i, i, i, i, 4.5, i, 0.2, 4.2
(41) COc1ccc(/C=N/NS(=O)(=O)c2ccc(C)cc2)cc1OC(=O)c1ccccc1
→ i, i, i, i, i, i, i, -3.9, i, x, x
(42) COc1cc(C(=O)NCCc2nc3ccccc3n2C)cc(OC)c1OC
→ i, i, i, i, i, i, i, 7.8, i, 95.3*, -1.3
(43) Cc1cc(NC(=S)N(CCN2CCOCC2)Cc2ccccc2F)ccc1Cl
→ i, i, i, i, i, i, i, -3.9, i, -0.4, 18.1
(44) COc1cccc(NC(=O)C(Sc2nnnn2C)c2ccccc2)c1 (stereo not drawn)
→ i, i, i, i, i, i, i, -1.2, i, -0.6, 1.8
(45) Cc1c(OCc2ccc(C(=O)O)o2)ccc2c3c(c(=O)oc12)CCC3
→ i, i, i, i, i, i, i, 1.2, i, -0.1, 8.0
(46) CC(NC(=O)c1ccccc1Cl)C(=O)O (stereo not drawn)
→ i, i, i, i, i, i, i, -2.7, i, x, 3.2
(47) CC(NC(=O)c1cc(COc2ccc3ncccc3c2)on1)c1ccc(F)cc1 (stereo not drawn)
→ i, i, i, i, i, i, i, 2.5, i, 0.3, -10.3
(48) S=C(NCC1CCCO1)Nc1cccc(Cl)c1 (stereo not drawn)
→ i, i, i, i, i, i, i, -7.0, i, 0.5, -1.0
(49) Cc1ccc(N(CC(=O)NC2CCCC2)C(=O)CNC(=O)c2cccs2)cc1C
→ i, i, i, i, i, i, i, 1.7, i, -1.0, 2.4
(50) CC(CC(=O)C1C(C)C=CCC1(C)C)NNC(N)=O (stereo not drawn)
→ i, i, i, i, i, i, i, 1.1, i, -0.3, 2.8
(51) O=C(c1cccc(C(F)(F)F)c1)C1CCCN(C(=O)CCCn2cncn2)C1 (stereo not drawn)
→ i, i, i, i, i, i, i, -1.1, i, -0.2, -6.2
(52) CCc1ccc(C(=O)CSc2nc3ccccc3c(=O)[nH]2)cc1
→ i, i, i, i, i, i, i, -8.5, i, 0.0, 1.1
(53) CCOc1ccccc1NC(=O)C1CCC(CNc2c(N3CCCCC3)c(=O)c2=O)CC1 (stereo not drawn)
→ i, i, i, i, i, i, i, 11.4, i, -0.3, 12.6
(54) COc1ccc(S(=O)(=O)NCC2CCCO2)c(Cl)c1Cl (stereo not drawn)
→ i, i, i, i, i, i, i, -2.0, i, -0.1, 0.6
(55) CCOP(=O)(OCC)c1nc(-c2cccc3ccccc23)oc1NCCc1ccc(OC)cc1
→ i, i, i, i, i, i, i, 13.3, i, -0.9, 0.8
(56) CN1CCc2c(sc(N)c2C(=O)c2ccc(Cl)cc2)C1
→ i, i, i, i, i, i, i, -1.8, i, 1.7, -3.0
(57) CCOC(=O)c1c(C)[nH]c(C)c1C=O
→ i, i, i, i, i, i, i, 1.9, i, -0.3, 24.7

Some entries already given, limited to HIF activator, RGS4 pot and MrgX1 antagonist.
nr | Structure | HIF activator | RGS4 pot | MrgX1 antagonist
38 | NC(=O)c1cc(Cc2ccccc2)sc1NC(=O)c1ccco1 | 3.8 | i | i
39 | COc1ccc(NC(=O)C(c2ccccc2)N(C)C(=O)c2cnccn2)cc1 (stereo not drawn) | -46.5 | i | i
